# PrPC TRFRET – reduces human prion protein on the cell surface | P04156 | cell surface PrPC, TR-FRET read-out | inhibition, % at 13.8 µM | 370,000 tested, 0.43% active; in the data active = inhibition above about 24%; also: 0% = median of the test wells and 100% = reference compound wells
# CCHFV vOTU inh – blocks the CCHF virus ovarian tumor domain protease. CCHFV vOTU protease, Pep-AMC fluorescence. inhibition, % at 11.5 µM. 370,000 tested, 0.55% active. AID 651958; in the data active = inhibition above about 30%; also: 0% = vehicle wells with enzyme and 100% = no enzyme wells
# MazEF act – MazEF (E. coli) toxin RNase activation. activation, % at 20 µM. 350,000 tested, 0.32% active. FAM/BHQ RNA-DNA oligo cleavage fluorescence, 5 h; in the data active = activation above about 50%
# Target sequence (P0AE70 whole entry, looked up): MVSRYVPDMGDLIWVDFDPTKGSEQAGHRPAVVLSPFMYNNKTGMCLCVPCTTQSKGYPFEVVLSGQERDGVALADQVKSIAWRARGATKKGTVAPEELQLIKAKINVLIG
# BoNT F protease – inhibitors of Botulinum neurotoxin F light chain protease; Multiplex microsphere protease cleavage assay, flow cytometry; inhibition, % at 10 µM; 360,000 tested, 0.22% active; AID 588497; in the data active = inhibition above about 35%, passing the limit was not always enough; inconclusive = no clear call, values can overlap the other calls; also: plate controls were buffer without enzyme for full effect and enzyme alone for no effect
# DUSP3 inh – DUSP3 (human) phosphatase inhibition | inhibition, % at 13.3 µM | recombinant VHR phosphatase, pNPP absorbance | P51452 | 290,000 tested, 0.52% active | AID 1654; in the data active = inhibition above about 50%; also: some compounds called inactive have numbers as strong as hits
# Target sequence (P51452 whole entry, looked up): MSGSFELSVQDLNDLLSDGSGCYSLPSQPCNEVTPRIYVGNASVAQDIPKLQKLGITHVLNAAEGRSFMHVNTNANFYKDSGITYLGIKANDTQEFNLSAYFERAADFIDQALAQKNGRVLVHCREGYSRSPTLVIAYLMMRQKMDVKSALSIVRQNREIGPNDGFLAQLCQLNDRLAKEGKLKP
# BoNT A protease – BoNT A light chain protease inhibition | multiplex microsphere protease substrate cleavage, flow cytometry | inhibition, % at 10 µM | 360,000 tested, 0.17% active | AID 588499; also: plate controls were buffer without enzyme for full effect and enzyme alone for no effect
# Rv3671c protease – inhibitors of M. tuberculosis serine protease Rv3671c; inhibition, % at 5.96 µM; 320,000 tested, 0.048% active; in the data active = inhibition above about 38%;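 also: extracellular domain of Rv3671c used as enzyme; 0% = enzyme with DMSO and 100% = no enzyme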
# Target sequence (P9WHR9 whole entry, looked up, the tested form may be a part): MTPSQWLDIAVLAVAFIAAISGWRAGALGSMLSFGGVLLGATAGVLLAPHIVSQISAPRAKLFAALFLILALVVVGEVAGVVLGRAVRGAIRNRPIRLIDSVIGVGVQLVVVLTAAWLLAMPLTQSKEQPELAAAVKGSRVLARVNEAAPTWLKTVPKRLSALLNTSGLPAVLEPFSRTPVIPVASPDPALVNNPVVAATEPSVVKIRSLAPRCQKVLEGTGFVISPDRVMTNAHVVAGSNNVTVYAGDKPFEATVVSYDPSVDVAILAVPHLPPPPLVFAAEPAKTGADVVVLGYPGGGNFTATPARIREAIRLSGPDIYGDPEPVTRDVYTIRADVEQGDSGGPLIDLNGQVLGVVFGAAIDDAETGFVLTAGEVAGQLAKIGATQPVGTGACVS
# SARS 3CLpro inh – SARS-CoV 3CLpro protease inhibition; inhibition, % at 6 µM; AID 1706; 290,000 tested, 0.14% active; recombinant SARS-CoV 3CLpro, quenched FRET peptide cleavage; in the data active = inhibition above about 12%
# PriA SSB inh – blocks PriA binding to SSB C-terminal tail | AlphaScreen SSBct-PriA binding, biotinylated peptide | inhibition, % at 33 µM | 430,000 tested, 0.6% active | AID 1272365; in the data active = inhibition mostly above about 37%, no sharp cut-off; inactive = mostly below about 20%;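 also: plate controls were negative control peptide for no effect and reference peptide for full effect; strong numbers were not always called active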
# Anthrax LF inh2 – anthrax lethal factor protease inhibition. P15917. 360,000 tested, 0.12% active. inhibition, % at 10 µM. multiplex microsphere protease cleavage assay, LF; also: plate controls were buffer without enzyme for full effect and enzyme alone for no effect
# The depositor's hits bear a star; ? = inconclusive; nt = not tested or not shown. Rule as the data show it, unless noted: active = inhibition above about 30%; inconclusive = no clear call, values can overlap the other calls; inactive = below that.
SMILES,PrPC TRFRET,CCHFV vOTU inh,MazEF act,BoNT F protease,DUSP3 inh,BoNT A protease,Rv3671c protease,SARS 3CLpro inh,PriA SSB inh,Anthrax LF inh2
O=C1NCCN/C1=C\C(=O)c1ccc(Br)cc1,-18.7,5.4,-3.1,nt,-14.2,nt,0.1,0.7,nt,nt
CC1CCC2C(=O)N(c3ccc(NC4CCN(Cc5ccccc5)CC4)c([N+](=O)[O-])c3)C(=O)C2C1 (centres undefined),-21.3,7.7,-13.7,-8.1,23.4,-0.7,-4.2,3.6,43.5*,-0.9
O=c1c2ccccc2cnn1Cc1n[nH]c(=S)n1C1CC2CCC1C2 (centres undefined),6.4,2.5,8.2,2.9,-19.5,0.4,1.7,2.7,-6.9,6.7
O=C(O)C1CCN(c2c([N+](=O)[O-])cc(C(F)(F)F)cc2[N+](=O)[O-])CC1,-15.2,-11.5,7.3,1.5,18.6,0.7,1.5,0.6,-14.1,-2.3
N=c1c2c(ncn1Cc1ccco1)Oc1cc(O)ccc1C2c1ccccc1 (centres undefined),-3.1,10.0,-40.9,-0.1,-2.7,-1.0,-7.6,1.1,-3.7,-2.8
CC1(NC(=O)CCc2ccccc2)CCN(CCCc2ccccc2)C1=O (centres undefined),1.6,3.0,4.2,-8.3,nt,-0.1,-4.2,nt,-14.8,-6.6
COc1ccc(/C(N)=N/OC(=O)C2CCCCC2)cc1,8.5,-6.2,-1.6,-6.4,10.1,-0.7,-1.4,3.7,nt,-0.3
COc1cccc(N2C(=O)Nc3ccc(Br)cc3C2(O)C(=O)NCCN(C)C)c1 (centres undefined),1.9,-5.6,4.8,-21.7,nt,-2.1,-6.4,-3.0,-4.1,2.1
CCOc1ccc(CCN2C(=O)C(=O)N([C@@H](Cc3ccc(O)cc3)CN3CCC[C@@H]3CN3C(=O)C(=O)NC[C@@H]3Cc3ccccc3)C[C@@H]2Cc2ccccc2)cc1,2.8,15.6,-1.7,-0.3,nt,0.4,nt,nt,-6.2,-4.0
Clc1ccc(CNc2cnccn2)cc1Cl,15.1,-58.1,-2.4,19.0,-6.2,-0.1,0.2,0.3,1.3,-2.6
O=C(COc1ccccc1)Nc1nnc(-c2ccc(F)cc2)o1,-0.8,-6.2,2.2,-4.4,-0.2,-1.8,-7.5,-5.8,-7.2,-4.0
O=[N+]([O-])c1cccc(OCCCN2CCC(Cc3ccccc3)CC2)c1,-4.0,-6.0,3.1,-4.3,nt,-1.5,6.3,2.5,11.1,-2.8
CC(C)NS(=O)(=O)c1ccc(OCC(=O)NCc2ccco2)cc1,0.0,4.6,-9.3,-4.2,22.5,0.1,4.2,-5.4,-5.4,0.6
CCOC(=O)c1ccccc1NC(=O)CN1C(=O)c2ccccc2S1(=O)=O,-2.6,-14.1,26.3,3.6,-2.1,0.8,1.7,2.1,3.6,0.1
COC(=O)c1cc2ccccn2c2c(C(=O)OC)c(C(=O)OC)cc1-2,-4.7,-20.6,10.0,-0.1,6.5,-0.4,7.5,0.3,-9.9,1.5

# Next section, starting with the last five of the part before.
SMILES,PrPC TRFRET,CCHFV vOTU inh,MazEF act,BoNT F protease,DUSP3 inh,BoNT A protease,Rv3671c protease,SARS 3CLpro inh,PriA SSB inh,Anthrax LF inh2
O=C(COc1ccccc1)Nc1nnc(-c2ccc(F)cc2)o1,-0.8,-6.2,2.2,-4.4,-0.2,-1.8,-7.5,-5.8,-7.2,-4.0
O=[N+]([O-])c1cccc(OCCCN2CCC(Cc3ccccc3)CC2)c1,-4.0,-6.0,3.1,-4.3,nt,-1.5,6.3,2.5,11.1,-2.8
CC(C)NS(=O)(=O)c1ccc(OCC(=O)NCc2ccco2)cc1,0.0,4.6,-9.3,-4.2,22.5,0.1,4.2,-5.4,-5.4,0.6
CCOC(=O)c1ccccc1NC(=O)CN1C(=O)c2ccccc2S1(=O)=O,-2.6,-14.1,26.3,3.6,-2.1,0.8,1.7,2.1,3.6,0.1
COC(=O)c1cc2ccccn2c2c(C(=O)OC)c(C(=O)OC)cc1-2,-4.7,-20.6,10.0,-0.1,6.5,-0.4,7.5,0.3,-9.9,1.5
CS(=O)(=O)NNC(=O)CN1C(=O)C2C3C=CC(C3)C2C1=O (centres undefined),7.5,6.5,6.8,-6.1,6.7,-0.5,9.0,1.4,-8.5,-0.3
CCOc1ccccc1NC(=O)CSc1nnc(CNC(=O)c2ccccc2F)o1,7.5,-6.6,-1.3,1.3,18.2,0.1,6.5,-5.7,-12.6,-1.7
O=C(NCc1ccc(F)cc1)c1cnc(-c2ccccn2)nc1C(F)(F)F,-5.8,4.2,-8.7,-1.9,23.2,0.4,4.7,-3.6,-5.1,-0.9
CC(C)(C)OC(=O)N1CCC(NC(=O)c2[nH]cnc2C(=O)Nc2ccccc2)CC1,2.9,6.2,32.2,2.5,nt,1.1,-9.0,nt,8.8,-7.2
COCCn1c(=NC(=O)c2cc(Cl)sc2Cl)sc2cc(S(N)(=O)=O)ccc21,1.1,9.1,-2.9,12.5,11.3,0.9,-16.4,6.3,-9.5,-1.5
CCSC1OC(C(COC(C)=O)OC(C)=O)C(OC(C)=O)C1NC(C)=S (centres undefined),-4.2,3.1,12.9,8.9,nt,0.3,nt,nt,-5.5,-3.9
COc1cccc(C(=O)N2CCC2(C)C(=O)NC(C)C)c1 (centres undefined),3.6,11.5,nt,2.9,nt,-0.4,nt,nt,nt,1.3
O=C(NNc1cc(Cl)cc(Cl)c1)c1c(F)cccc1Cl,-4.0,-11.6,4.5,?,-0.1,-1.2,-20.2,3.9,-8.1,-7.9
Cc1cccc(-c2nc3ccccc3c(=O)n2NC(=O)Cc2ccc(Cl)cc2)c1,-0.1,3.7,5.8,-1.7,18.0,-0.3,-1.0,1.9,-5.6,-0.2
COc1cccc(NC(=O)c2cc(-c3ccc(OC)cc3OC)nc3ccccc23)c1,3.4,-5.0,-2.1,?,nt,-1.1,-11.3,nt,-8.5,-7.2
CCOc1ccc(S(=O)(=O)N2CCCC(C(=O)NCc3ccccc3)C2)cc1 (centres undefined),4.9,1.8,2.3,-3.0,32.2,1.5,0.7,1.8,-3.1,-3.4
NS(=O)(=O)c1cc(C(=O)OCC(=O)Nc2ccc3c(c2)OCO3)ccc1Cl,-3.9,4.3,-6.0,-3.2,nt,-0.1,1.9,nt,-0.8,-4.0
CSCCC(NC(=O)COc1ccccc1)C(=O)OCCOc1ccc(Br)cc1 (centres undefined),-4.2,0.1,-11.3,-4.6,nt,5.3,-14.9,nt,-10.6,10.1
COC(=O)c1sccc1NC(=O)Cn1nnc(-c2ccc(C)cc2)n1,1.4,-4.9,13.2,1.8,12.7,-0.1,1.0,7.8,-12.4,-0.4
Nc1[nH]c(N=NC(=O)c2ccccc2)c2ccccc12,3.2,3.8,2.5,-3.2,-1.5,0.3,3.6,-6.6,-1.7,-4.3
CN(C)c1ccc(C(=O)NN2C(=O)c3ccccc3C2=O)cc1,7.4,5.1,10.9,-8.4,20.1,-0.3,6.6,1.0,-9.2,3.4
CCCC[N+](C)(C)CCC(=O)NC(C)(C)CS(=O)(=O)[O-],-5.4,3.4,3.0,-4.4,13.1,-0.1,0.3,-3.3,-2.8,1.3
O=C(O)C1CC=CCC1C(=O)Nc1cc(Cl)ccc1Cl (centres undefined),0.0,-3.6,3.1,-34.4,8.8,-2.0,2.8,0.3,10.4,-4.9
CC1Cc2ccccc2N1CC(=O)NC(c1ccccc1)c1ccccc1 (centres undefined),1.6,2.3,-0.9,-3.5,17.7,0.5,-0.4,1.8,7.5,-1.4
CCCC1=C(C(=O)OCC)C(c2ccc(N(C)C)cc2)n2ncnc2N1 (centres undefined),16.0,14.1,6.3,-6.2,27.9,0.2,-4.2,-1.4,14.2,-4.2
CCCCOc1ccc(OCCNC(=O)C2CCCN2C(=O)Nc2ccccc2)cc1 (centres undefined),14.9,3.4,-24.4,9.4,3.0,-0.2,-7.3,2.5,3.4,-0.8
Cc1cc(Cl)ccc1NC(=O)CSc1nnc(Cc2cccs2)n1Cc1ccco1,-1.9,-15.9,8.1,0.1,11.9,-1.1,-4.8,-2.8,4.1,-4.5
O=C(N/N=C/C=C/c1ccccc1)C1CC1(c1ccccc1)c1ccccc1 (centres undefined),-5.0,15.4,8.6,4.4,16.1,-2.6,-8.8,-1.2,nt,-3.5
O=C(O)c1cc(S(=O)(=O)N(Cc2ccccc2)c2ccccc2Cl)ccc1Cl,-2.0,0.8,-3.0,27.7,nt,-2.8,-2.3,2.4,20.6,-2.9
Cc1c(C(=O)N/N=C/c2cccs2)nnn1-c1nonc1N,-8.9,0.5,8.0,-22.9,35.0,-2.8,-3.7,-4.0,nt,1.0
CCN(CC)C1=NS(=O)(=O)c2cc([N+](=O)[O-])ccc21,0.5,7.0,-3.8,0.1,10.8,-1.2,-11.3,2.4,-15.2,1.5
CCOC(=O)c1ccc2nc(C)c(CCC(C)=O)c(Cl)c2c1,-0.6,5.5,-3.2,10.4,12.8,0.7,-0.7,1.8,-23.3,-0.1
Cc1ccccc1OCCCC(=O)NC1CCCCC1,-3.2,5.2,1.3,nt,17.9,nt,-4.7,3.7,3.2,nt
O=C1C2C3C=CC(C3)C2C(=O)N1CCCCCCN1C(=O)C2C3C=CC(C3)C2C1=O (centres undefined),3.5,-2.6,4.6,2.6,-8.6,1.0,6.0,1.2,3.8,-6.1
COc1ccc(CCNC(=O)C2CCN(S(=O)(=O)N3CCC(C)CC3)CC2)cc1OC,1.3,-10.1,5.3,8.2,14.9,9.5,-7.0,-4.0,4.0,6.5
CCCCn1c(N)c(N(CC)C(=O)c2cc(C)cc(C)c2)c(=O)[nH]c1=O,1.1,-4.9,0.8,9.2,7.4,3.7,-7.0,-4.1,-1.2,7.7
c1ccc(C[C@H]2CN=C(Nc3ccccc3)N2CC2CCC2)cc1,-4.9,-2.2,13.2,-3.7,nt,0.3,3.3,nt,-19.1,0.6
CC(=O)N/C(=C\c1ccccc1)C(=O)OCC(=O)Nc1cc(S(=O)(=O)N(C)C)ccc1C,1.5,-2.7,-9.1,-0.9,nt,0.2,0.0,nt,-8.3,8.8
Cc1ccc(NC(=O)CCNC(=O)c2ccc([N+](=O)[O-])cc2)cc1S(=O)(=O)N(C)C,-29.0,-13.9,-25.7,-4.5,5.3,0.3,5.3,3.6,4.0,-5.4
Cc1ccc(S(=O)(=O)N2CCCCC2)cc1NC(=O)COc1ccccc1F,5.2,-7.6,4.9,-5.6,6.7,-0.6,0.5,-3.1,-5.1,-0.7
CC1C(=O)N2CCCc3cc(S(=O)(=O)NCc4ccc(F)cc4)cc1c32 (centres undefined),1.2,-5.1,2.0,nt,nt,nt,4.0,nt,-4.8,nt
COc1ccc(/C=C2/SC(=S)N(NS(=O)(=O)c3ccccc3)C2=O)cc1,-2.0,26.2,-0.2,5.6,5.1,-1.1,0.5,0.6,0.2,0.2
N#C/C(=C\c1cccs1)C(=O)N1CCOCC1,3.2,-7.0,4.7,?,13.6,?,2.7,0.7,5.3,-29.0
O=C(N/N=C/c1ccc2c(c1)OCO2)C(=O)Nc1ccccc1Cl,-3.8,5.5,-21.3,-17.8,42.3,0.9,nt,3.9,nt,-0.1
COc1cc(NC(=O)COC(=O)CNC(=O)c2ccc(C)s2)cc(OC)c1,11.1,1.3,14.6,-1.5,31.0,0.0,13.9,3.3,-4.0,0.7
O=C(O)C1CC(c2ccccc2)=Nc2ccccc2S1 (centres undefined),-4.5,1.9,5.3,-3.6,-2.7,-1.0,-4.3,-0.4,-10.0,1.8
CC(C)NC(=O)NNc1c(Cl)cncc1Cl,-2.4,-12.5,2.5,-40.9,21.3,-2.3,2.9,-4.1,-3.4,?

# Not all compounds are listed, so the mix of outcomes need not match the whole.
